# Nrf2 activator: activates Nrf2 signaling; AREc32 ARE-luciferase reporter (MCF7-derived line), luminescence, 24 h; 0.31% of 410,000 active; Potency, µM (series often up to 46.1 µM), without a hit: at the top dose activation, hits mostly activators; further: potency means the concentration at half of the fitted maximal effect; % of control where 0% means no effect; nearly all actives have a fitted effect of over 65% in size
#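 Cells of the AREc32 ARE-luciferase line are plated in OPTI-MEM containing 5% FBS and left overnight at 37 deg C. Compounds are pinned in, incubation continues 24 hr, and firefly luciferase signal is then measured.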
# Mm-Cpn inhibitor: M. maripaludis TRiC chaperonin inhibition | AID 504842 | Potency, µM (series often up to 76.9 µM), inactives show top-dose activity, negative = inhibition, hits mostly inhibitors | 0.031% of 330,000 active | purified Mm-Cpn ATPase, ADP Transcreener TR-FRET; further: potency means the concentration at half of the fitted maximal effect; on the % scale 0 is the no-effect control and ±100 the full control effect; nearly all actives have a fitted effect of over 80% in size
#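 Measured: ADP formation by purified Mm-CPN. Conditions: 25 nM protein, 10 uM ATP, Tris pH 7.4 with Mg2+, K+ and DTT, 37°C for 30 min. Detection: Transcreener HTRF after 30 min at room temperature.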
# TGFb SMAD3 inh: TGF-b pathway inhibition. HepG2 CAGA-GFP TGF-b/SMAD3 reporter, GFP fluorescence, 18 h; TGF-beta stimulated, 500 pg/mL final. Potency, µM (highest dose often 46.1 µM), for the others: top-dose activity, negative = inhibition, most hits filed as inhibitors. 1.2% of 410,000 active. AID 588855; further: potency means the concentration at half of the fitted maximal effect; on the % scale 0 is the no-effect control and ±100 the full control effect; nearly all actives have a fitted effect of over 65% in size
#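 Smad-responsive CAGA-GFP expression was quantified in HEPG2 cells exposed to compounds and 500 pg/mL final TGF-beta for 18 h at 37 degrees C; unstimulated wells defined full inhibition.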
# CCT chaperon mod: modulators of cytosolic chaperonin (CCT/TRiC) activity | AID 651819 | purified chaperonin ATPase assay, HTRF ADP detection, 30 min | 0.3% of 360,000 active | activity change, % (no concentration beside the values), hits read low; in the data active means activity change below about -30%; further: on the % scale 0 is the no-effect control and ±100 the full control effect
#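 Enzyme 40 or 20 nM (batch-dependent) in Tris pH 7.4/KCl/MgCl2/DTT; cpd 76 uM single point; ATP 10 uM; 30 min 37 °C; Transcreener ADP HTRF detection, 30 min RT; ratio 665/615.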
# A549 tox: kills or reduces viability of A549 cells in Nrf2 counter-screen; A549 ARE-Fluc cells, CellTiter-Fluor viability, 18-24 h; Potency, µM (highest dose often 46 µM), for the others: at the top dose activity change, negative = cytotoxicity, actives largely listed as inhibitors; 0.16% of 390,000 active; further: potency means the concentration at half of the fitted maximal effect; on the % scale 0 is the no-effect control and ±100 the full control effect
#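 Cytotoxicity counterscreen: CellTiter-Fluor fluorescence was measured in A549 ARE_Fluc cells after 18-24 h of compound exposure in a concentration series. The subsequent BugLite luminescent read reports ARE-luciferase activity.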
# Abeta yeast res: restores growth of yeast expressing A-beta42 peptide | yeast expressing A-beta42, growth rescue, OD600, 48 h; response scale: 0% DMSO, 100% iron-clioquinol control | Potency, µM (highest dose often 46.1 µM), inactives show top-dose growth rescue, most hits filed as activators | 0.063% of 410,000 active | AID 1347071; further: potency means the concentration at half of the fitted maximal effect; nearly all actives have a fitted effect of over 55% in size
#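 Yeast growth medium received pinned compounds, then yeast cells expressing toxic A-beta were added; plates incubated at 30 C for 48 hr. Growth read as absorbance at 600 nm, normalized to DMSO and equimolar FeCl3 plus clioquinol controls.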
# pAkt inh: blocks phosphorylation of Akt | Neuro2A IGF-stimulated pAkt S473 HTRF, 20 min; hits give low values | activity change, % for hits at 50 µM | 0.32% of 360,000 active | AID 651550; in the data active means activity change below about -80%; inconclusive means mostly about -51% to -80%; further: on the % scale 0 is the no-effect control and ±100 the full control effect
#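 Single-point screen (50 µM final compound) in Neuro2A cells stimulated 20 min with 6 nM IGF at 37 deg C. After lysis, Ser473-phosphorylated Akt read by HTRF (ex 330 nm, em 615/665 nm) as the 665/615 ratio.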
# Nrf2 inh: Nrf2 pathway inhibition; A549 ARE-Fluc reporter, luciferase luminescence, 18-24 h; Potency, µM (series often up to 46 µM), inactives show top-dose activity change, negative = inhibition, actives largely listed as inhibitors; 2.1% of 360,000 active; further: potency means the concentration at half of the fitted maximal effect; on the % scale 0 is the no-effect control and ±100 the full control effect; nearly all actives have a fitted effect of over 60% in size
#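 Nrf2 function is reported as luminescence of an ARE-controlled luciferase in A549 cells. Compounds were tested at several concentrations, and a CellTiter-Fluor read on the same wells flagged cytotoxicity.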
# HepG2 viability: kills HepG2 cells in TGF-b inhibitor counter-screen; AID 588856; 0.76% of 410,000 active; Potency, µM (titrated, usually from 46.1 µM), for the others: top-dose activity change, negative = cytotoxicity, most hits filed as cytotoxic; HepG2 CAGA-GFP viability, ATP luminescence, 18 h; further: potency means the concentration at half of the fitted maximal effect; some results filed as inactive show a strong effect at the top dose
#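 HepG2 CAGA-GFP cells (1000/well, DMEM with 1% FBS) received compound, then TGF-beta at 500 pg/mL final, and were incubated 18 hours at 37 degrees C. Viability was read by CellTiter-Glo luminescence. Media-only wells were set as complete cell-killing and DMSO as no toxicity.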
# * hit, by the source's call; i = inactive; ? = inconclusive; . = not tested or not shown; [ ] = another dose, or the depositor's remark. Unless noted, the call rests on the fitted dose curve; in most records, active means well fitted curve in the direction sought with a large enough effect; inconclusive means small, poorly fitted or top-dose-only effect, or another doubt; inactive means no such curve, though single readings can be large; an effect the other way counts as inactive or inconclusive.
SMILES	Nrf2 activator	Mm-Cpn inhibitor	TGFb SMAD3 inh	CCT chaperon mod	A549 tox	Abeta yeast res	pAkt inh	Nrf2 inh	HepG2 viability
CCCn1nnnc1NCc1ccccc1C	0.2%	0%	10%	-3.9	0%	8%	i	11%	10%
COc1ccc(CNC(=O)CN(c2ccc(C(C)C)cc2)S(=O)(=O)c2c(C)noc2C)cc1	-0.1%	-2%	4%	-0.4	-4%	-2%	.	?	6%
CC(=O)Nc1ccc(S(=O)(=O)NCC2CCC(C(=O)NC3CCCCCC3)CC2)cc1 (stereo unspecified)	0.3%	3%	0%	-6.4	-3%	-6%	i	8%	2%
Cc1ccc(OCc2cc(C(=O)N3CCCC3)no2)cn1	0.2%	2%	-15%	-4.8	2%	-1%	i	?	-7%
COc1ccc(NC(=O)C2CCCN(c3ncnc4onc(-c5ccc(F)cc5)c34)C2)cc1 (stereo unspecified)	-0.8%	3%	1%	-2.7	0%	-9%	.	-7%	11%
O=C(COC(=O)c1c(F)cccc1F)NCc1cccs1	0.0%	-1%	2%	1.4	1%	-12%	i	2%	0%
COc1ccc(CCNC(=O)C2CCCN2C(=O)Nc2ccc(F)cc2)cc1OC (stereo unspecified)	0.0%	1%	5%	0.0	3%	-10%	i	-12%	2%
CCCCCCC(=O)NNC(=O)c1c(O)c2ccccc2n(CC)c1=O	-0.1%	0%	-18%	0.6	5%	-23%	i	-7%	-24%
O=C1Nc2ccccc2N(C(=O)c2c(F)cccc2F)C1c1nc2ccccc2[nH]1 (stereo unspecified)	5.0%	.	.	1.1	.	-21%	i	.	.
CCOC(=O)c1ccc2c(c1)N(Cc1cccc(C(F)(F)F)c1)C(=O)c1ccccc1S2(=O)=O	-0.8%	.	-7%	.	-5%	-17%	.	-3%	1%
CCOC(=O)COn1c2c(c3c4no[n+]([O-])c4ccc31)CCCC2	-0.2%	2%	12%	5.4	0%	9%	i	11%	-14%
CC(C)C(=O)Nc1cccc(NC(=O)c2cccc(F)c2)c1	0.1%	0%	2%	0.4	-3%	2%	i	-10%	-9%
Cc1nc[nH]c(=O)c1Br	-2.2%	1%	6%	-4.8	8%	2%	i	2%	6%
CCCN(C(=O)Cc1c(C(=O)O)n(C)c2ccccc12)c1cccc(C)c1	-0.2%	1%	15%	0.3	13%	-13%	i	-2%	-5%
Cc1c(-c2ccccc2)nc2ccccc2c1C(=O)Oc1ccc([N+](=O)[O-])cc1	-0.5%	-3%	-29%	-1.2	16%	2%	i	.	-23%
Cc1cc(C)c2c(n1)nn1c(C3CC3)cc(C(F)(F)F)nc21	-0.4%	.	9%	-0.3	0%	7%	i	1%	3%
Oc1ccc(/C=C/c2ccc3cccc(O)c3n2)cc1Br	?	2%	?	0.1	1%	-92%[inhibitor]	i	5%	-57%
O=c1oc2cc(Oc3c([N+](=O)[O-])cc(C(F)(F)F)cc3[N+](=O)[O-])ccc2c2c1CCCC2	0.7%	0%	?	-1.0	-14%	-57%[inhibitor]	i	?	-36%
O=C(NC1CCN(Cc2ccccc2)CC1)c1cncc(Br)c1	-0.8%	0%	1%	1.0	-3%	6%	i	6%	2%
COc1ccc(/C=C(/NC(=O)c2ccco2)C(=O)N2CCCCC2)cc1	-0.1%	0%	?	0.6	-2%	0%	i	0%	0%
COc1ccc(N(C(=O)CSCC(=O)Nc2cc(C)on2)C(C(=O)NC2CCCCC2)c2ccc(O)c(O)c2)cc1 (stereo unspecified)	-0.3%	2%	-4%	3.5	4%	19%	i	5%	3%
COc1ccccc1NC(=O)C1=C(C)Nc2nc3ccccc3n2C1c1cccc(OC)c1OC (stereo unspecified)	-0.4%	.	9%	.	-1%	3%	.	-4%	-7%
CN1CCN(S(=O)(=O)c2ccc(C(F)(F)F)cc2)C(c2ccccc2)C1 (stereo unspecified)	-0.2%	1%	0%	-1.6	1%	-9%	i	3%	-22%
CCc1nnc(N/N=C/c2ccc(-c3ccc([N+](=O)[O-])cc3)o2)n1N	-2.8%	-6%	?	-1.4	-21%	-9%	i	10%	-94%
Cc1ccccc1NS(=O)(=O)c1ccc(NC(=O)CSCc2ccc(Br)cc2)cc1	-0.7%	4%	?	-5.1	2%	11%	i	?	-48%
O=C(COC(=O)/C=C/c1ccc(Cl)cc1)Nc1ccc2c(c1)OCCO2	-0.7%	2%	-25%	-0.3	6%	0%	i	10%	-3%
CCc1ccc(C2=C(C)C(N3CCC(C(=O)NCCc4ccco4)CC3)=NS2(=O)=O)cc1	4.9%	.	-27%	.	-4%	-52%[inhibitor]	.	?	-20%
CCOC(=O)C1CCCN(C(=O)CCn2nnnc2CN2CCOCC2)C1 (stereo unspecified)	-0.3%	0%	-14%	-0.5	0%	0%	i	5%	-2%
CC(C)(C)c1ccc(-c2c(C#N)c(N)nc3c2CCCC3)s1	0.1%	-1%	-1%	-1.3	9%	-11%	i	6%	-5%
COc1ccc(CN2C(=O)CCC2(C)c2nc3ccccc3[nH]2)cc1 (stereo unspecified)	0.3%	.	-2%	0.0	.	-14%	i	.	-46%
CCC(=O)c1ccc(OCCn2cnc3ccccc32)cc1	4.2%	0%	-11%	-1.9	1%	2%	i	?	-7%
Cc1nnc(Sc2cc(NCCCO)c([N+](=O)[O-])c3nonc23)s1	-2.9%	-1%	5µM*	-0.7	1%	-25%	i	1%	1%

# Nothing new here: an excerpt of the list.
SMILES	Nrf2 activator	Mm-Cpn inhibitor	TGFb SMAD3 inh	CCT chaperon mod	A549 tox	Abeta yeast res	pAkt inh	Nrf2 inh	HepG2 viability
O=C(COC(=O)/C=C/c1ccc(Cl)cc1)Nc1ccc2c(c1)OCCO2	-0.7%	2%	-25%	-0.3	6%	0%	i	10%	-3%
CCc1ccc(C2=C(C)C(N3CCC(C(=O)NCCc4ccco4)CC3)=NS2(=O)=O)cc1	4.9%	.	-27%	.	-4%	-52%[inhibitor]	.	?	-20%
CCOC(=O)C1CCCN(C(=O)CCn2nnnc2CN2CCOCC2)C1 (stereo unspecified)	-0.3%	0%	-14%	-0.5	0%	0%	i	5%	-2%

# Following part
SMILES	Nrf2 activator	Mm-Cpn inhibitor	TGFb SMAD3 inh	CCT chaperon mod	A549 tox	Abeta yeast res	pAkt inh	Nrf2 inh	HepG2 viability
O=C(O)Cc1ccc(NC(=O)CCN2C(=O)c3ccc([N+](=O)[O-])cc3C2=O)cc1	-0.4%	2%	8%	-1.6	-3%	-9%	i	0%	11%
Cc1c(Cl)c([N+](=O)[O-])nn1CCCC(=O)Nc1c(C)n(C)n(-c2ccccc2)c1=O	-0.6%	0%	9%	-1.5	1%	0%	i	2%	9%
C#CCOCCOCCOCCNc1nc(N2CCN(C(=O)Cn3cc(CCCCN)nn3)CC2)nc(N2CCN(C(=O)[C@H](CCCCN)n3cc(CCCC)nn3)CC2)n1	-0.5%	-5%	1%	-0.1	0%	-2%	i	12%	-9%
CCCCCCn1c(=O)n2n(c1=O)C[C@]1(OC(=O)NCc3ccccc3)CN(S(=O)(=O)c3ccc(C)cc3)C[C@]1(O)C2	6.8%	.	?	-17	.	1%	i	.	-15%
COc1cc(CCC(=O)NCC2CCCO2)cc(OC)c1OC (stereo unspecified)	0.1%	1%	-2%	-0.1	-2%	-20%	i	0%	3%
CCOC(=O)C1=CCN(S(=O)(=O)c2ccccc2F)C1c1cccc(F)c1 (stereo unspecified)	8.0%	.	-22%	0.2	.	5%	i	.	-11%
COc1ccccc1-c1nc(C#N)c(N2CCc3ccccc3C2)o1	0.5%	-5%	12%	-0.4	-2%	11%	i	.	6%
O=C(NCc1ccc2c(c1)OCO2)c1ccc(S(=O)(=O)N2CCOCC2)cc1	-0.4%	1%	0%	-2.1	-2%	0%	i	6%	1%
O=C(N/N=C/c1ccc(N2CCCCC2)o1)c1ccccc1[N+](=O)[O-]	16%	-3%	?	-1.0	-3%	7%	i	18%	-16%
Cc1noc(C)c1S(=O)(=O)Nc1ccc2c(c1)C(=O)N([C@H](C)CO)C[C@H](C)[C@@H](CN(C)C(=O)NC(C)C)O2	-0.2%	1%	10%	-1.1	9%	5%	i	-11%	0%
Cc1ccsc1C(=O)NCC(c1cccs1)N1CCOCC1 (stereo unspecified)	-1.7%	.	-3%	3.3	.	4%	i	.	6%
COc1ccc(Cl)cc1NC(=O)CN(C)CC(=O)Nc1ccc(C)cc1Br	3.2%	-2%	1%	2.7	-5%	-16%	i	?	-15%
O=C(CSCc1ccccc1)NCCc1ccc(F)cc1	-0.6%	0%	19%	-1.4	-2%	9%	i	2%	0%
CC(OC(=O)c1ccc(Br)c(S(=O)(=O)N2CCOCC2)c1)C(=O)NC1CCCCC1C (stereo unspecified)	-0.5%	0%	-5%	1.5	1%	8%	i	-18%	2%
O=C(CC(C(=O)O)c1ccc(Cl)cc1)c1ccc(Br)cc1 (stereo unspecified)	-0.5%	1%	-4%	1.2	7%	-13%	i	-10%	10µM*
Cn1c(C2=C(O)CN(c3ccccc3)C2=N)nc2ccccc21	-0.4%	-2%	11%	1.6	-1%	4%	i	4%	-13%
CCc1nnc(NC(=O)CCC(=O)N2CCN(C3c4ccccc4-c4ccccc43)CC2)s1	0.2%	0%	4%	0.3	-2%	5%	i	4%	13%
CCn1cc(C(=O)NCc2ccc(C)cc2)c(=O)c2cc(S(=O)(=O)N3CCC(C)CC3)ccc21	-0.4%	.	0%	.	9%	-5%	.	22%	8%

# High-throughput results from PubChem.
